PMI act satM6P: PMI (human) activation, high substrate | activation factor at 20 µM | coupled PMI enzyme assay, resazurin fluorescence, 20 min; hits give high values; 1 = untreated enzyme, 0 = substrate-free blank | 190,000 tested, 0.34% active;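 active means activation factor of 2 or more at 20 µM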
Target sequence (P34949 whole entry, looked up): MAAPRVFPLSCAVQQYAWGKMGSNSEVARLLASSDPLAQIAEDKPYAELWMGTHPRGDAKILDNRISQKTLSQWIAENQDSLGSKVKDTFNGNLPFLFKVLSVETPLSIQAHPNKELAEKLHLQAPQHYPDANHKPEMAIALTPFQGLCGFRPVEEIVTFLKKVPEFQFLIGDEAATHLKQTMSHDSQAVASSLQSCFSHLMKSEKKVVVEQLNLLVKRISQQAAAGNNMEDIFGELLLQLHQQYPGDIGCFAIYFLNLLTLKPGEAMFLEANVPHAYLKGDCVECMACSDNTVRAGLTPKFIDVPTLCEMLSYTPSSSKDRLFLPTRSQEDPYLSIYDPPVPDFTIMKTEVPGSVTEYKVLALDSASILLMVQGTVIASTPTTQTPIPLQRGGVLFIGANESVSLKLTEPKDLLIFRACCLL
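Test system: human phosphomannose isomerase with PGI, G6PDH, diaphorase coupling enzymes / Doses: 20 µM compound, 1% DMSO / Times: enzyme reaction with compound 20 min at room temperature / Measured by: Diaphorase-driven resazurin-to-resorufin fluorescence, excitation 544, emission 590 nm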
TNAP inh hi DEA: TNAP (human) inhibition, high acceptor; P05186; purified TNAP, CDP-star luminescence, 1 M DEA; inhibition, % at 20 µM; 200,000 tested, 0.03% active; AID 1135;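 active means over 50% inhibition of tissue-nonspecific alkaline phosphatase at 20 µM in the single-dose screen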;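 further: plate controls were DMSO wells for no effect and EDTA-quenched wells as full inhibition for full effect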
TNAP inh noacc: blocks human TNAP activity with no phosphate acceptor present; P05186; purified TNAP, CDP-star luminescence, 30 min; inhibition, % at 20 µM; 200,000 tested, 0.26% active;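 active means tissue-nonspecific alkaline phosphatase inhibition above about 50% at 20 µM in the single-dose screen, limit read from the data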;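 further: 0% = DMSO negative control and 100% = EDTA positive control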
HMGR II inh: inhibitors of class II HMG-CoA reductase from Enterococcus faecalis; purified E. faecalis HMGR, NADPH absorbance 340 nm kinetic; inhibition, % at 10 µM; 190,000 tested, 0.41% active;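 active means inhibition above a set limit, the median over all tested compounds plus 3 SD, cut at about 9.5% in these data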;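 further: enzyme runs in reverse so mevalonate oxidation gives rising NADPH absorbance; 0% = complete reaction with DMSO and 100% = background rate lacking mevalonate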
PMI act: phosphomannose isomerase (human) activation. 190,000 tested, 0.005% active. activation factor at 20 µM. purified human PMI, coupled resazurin fluorescence, 20 min; hits give high values; 1 = vehicle control, 0 substrate-free wells. P34949. AID 1214;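 active means activation factor of 2 or more at 20 µM, relative to plate controls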
DTT redox prof: compounds producing H2O2 with reducing agent – biochemical, NIH compound library profiling, artefact control for MLSCN library redox annotation, primary screen. AID 878. DTT-dependent redox cycling H2O2, phenol red/HRP absorbance; 100% = 100 µM peroxide control, 0% = buffer. activation, % at 10 µM. 200,000 tested, 0.03% active;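 active means activation of at least 50% relative to the plate's high and low controls in the primary single-dose screen; inactive means activation below 50%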;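 further: compound incubated with DTT at 0.8 mM final as the reducing agent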
RAM network inh: inhibitors of the yeast RAM network | inhibition, % at 50 µM | 190,000 tested, 1.8% active | AID 868 | S. cerevisiae dse1pr::URA3 reporter, 5-FOA growth OD615, 2 d; analog-sensitive cbk1-as2 kinase mutant strain;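 active means inhibition above a set limit, 3 SD over mean compound inhibition, cut at about 8.4% in these data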;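 further: 0% = DMSO-only wells with no growth and 100% = 10 µM 1-NA-PP1 full growth; inhibition rescues growth on 5-FOA so higher OD means more RAM inhibition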
S1P3 antag: blocks the human S1P3 receptor. Q99500. CHO S1P3 NFAT-BLA reporter, FRET fluorescence, antagonist mode. inhibition, % at 4.98 µM. 170,000 tested, 0.27% active. AID 485;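 active means inhibition above the plate cutoff, the mean inhibition of test wells on that plate plus 3 SD, cut at about 28% in these data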;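 further: cells challenged with S1P at its EC80 of 0.8 µM; blue over green emission ratio from cleaved BLA substrate after 4 h stimulation; 0% = S1P-stimulated wells and 100% = unstimulated DMSO-only wells; some compounds past the cut are filed as inactive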
Target sequence (Q99500 whole entry, looked up): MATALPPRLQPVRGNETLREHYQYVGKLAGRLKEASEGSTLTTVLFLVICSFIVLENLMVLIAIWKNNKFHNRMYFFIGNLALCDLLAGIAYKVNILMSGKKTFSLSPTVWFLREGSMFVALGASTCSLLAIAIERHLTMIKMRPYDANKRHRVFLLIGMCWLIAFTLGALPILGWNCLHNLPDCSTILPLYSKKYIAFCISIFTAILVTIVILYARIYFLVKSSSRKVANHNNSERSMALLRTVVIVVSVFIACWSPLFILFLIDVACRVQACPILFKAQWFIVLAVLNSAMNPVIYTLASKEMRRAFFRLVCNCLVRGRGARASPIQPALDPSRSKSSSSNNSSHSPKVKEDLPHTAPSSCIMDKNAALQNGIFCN
Hsp70 activator: Hsp70 transcriptional activation, primary screen; HeLa Hsp70 promoter luciferase reporter, luminescence; scaled: vehicle 0, proteasome-inhibitor control 100%; activation, % at 10 µM; 200,000 tested, 0.04% active; AID 1203;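 active means activation above the mean across all tested compounds plus 3 SD, cutoff set per campaign, cut at about 5.5% in these data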;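 further: 100% = MG132 at 30 µM as the positive control and 0% = DMSO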
Lmaj promast: reduces viability of Leishmania major promastigotes; resazurin fluorescence viability; inhibition, % at 10 µM; 200,000 tested, 9% active; AID 1063; in the data active means inhibition above about 50%;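 further: promastigotes grown with compound for 44 hours at 28 °C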
Starred values were filed as active, the others as inactive; x = not tested or not shown.

SMILES | PMI act satM6P | TNAP inh hi DEA | TNAP inh noacc | HMGR II inh | PMI act | DTT redox prof | RAM network inh | S1P3 antag | Hsp70 activator | Lmaj promast
COn1c2c(c3c4no[n+]([O-])c4ccc31)CCCC2 | 0.9 | -1 | -3 | 0 | 0.9 | 0.4 | 1.4 | x | -0.3 | 1
CSc1nnc(-c2cccs2)n1C | x | 2 | -2 | 1 | x | -0.8 | 0.4 | 4 | -0.3 | -3
Cc1cc(Oc2ccc(=O)n(C)n2)nc(Oc2ccc(=O)n(C)n2)n1 | 0.9 | 0 | -4 | 6 | 0.9 | -0.7 | 1.5 | -2 | -0.3 | -8
COc1ccc(/C=C\C(=O)NCc2ccc3[nH]c(C)cc3c2)cc1OC | 1 | 2 | -5 | 3 | 0.9 | 0.2 | 10* | -1 | -0.1 | 7
CCCCn1cc(C(=O)c2cc(Br)ccc2O)cc(C#N)c1=O | 0.9 | 2 | 6 | 0 | 1 | 1.9 | 2.7 | x | -0.1 | 5
COC(=O)C1CCN(C(=O)CSc2nc3ccc(OC)cc3[nH]2)CC1 | 1 | 0 | -2 | 1 | 1 | -2.7 | 1.1 | -10 | 0.3 | 2
COc1ccc(OC)c(NC(=O)c2ccno2)c1 | 0.9 | -3 | -13 | -4 | 1 | -0.5 | 1.4 | 7 | 0.2 | 1
CCC(C)c1ccccc1NC(=O)Cc1coc2cc3c(cc12)CCC3 (centres undefined) | 0.9 | -7 | -41 | 0 | 0.8 | 0.0 | 9.5* | 1 | -0.3 | 5
Nc1ncc2c(n1)CC(c1ccco1)CC2=O (centres undefined) | 0.9 | -2 | -12 | -3 | 0.9 | 3.8 | 3.9 | -20 | -0.1 | -3
CS(=O)(=O)N(CC(=O)NC1CCCC1)C1CCCCC1 | 1.1 | -4 | -9 | 0 | 1 | 0.1 | 0.2 | -8 | -0.1 | -4
CC(=O)Nc1nonc1-c1nc2ccccc2n1Cc1ccccc1 | 1 | 0 | -7 | -2 | 1 | -4.3 | 3.0 | x | -0.3 | 11
CCc1ccccc1N1CCN(S(=O)(=O)c2cc(OC)ccc2OC)CC1 | 0.8 | -4 | -6 | -7 | 0.8 | 2.2 | 13* | -64 | -0.1 | 13
O=C1CCCC2=C1C(c1cccc(O)c1)C1=C(N2)c2ccccc2C1=O (centres undefined) | 0.9 | 15 | -1 | 0 | 1.1 | 0.8 | 5.5 | 13 | -0.3 | -5
Cc1cc(=O)oc2ccc(OCC(=O)N(Cc3ccc(F)cc3)Cc3ccco3)cc12 | 1.1 | -6 | -1 | 2 | 1 | 2.2 | 4.7 | 1 | -0.1 | 15
C/C(N)=C(/C#N)C(=O)CSc1nc2ccccc2[nH]1 | 1 | -5 | -4 | 1 | 1 | 0.3 | 0.8 | x | 0.3 | 2
Cc1ccc(N(C)S(=O)(=O)c2cccc(C(=O)Oc3ccc4c(C)cc(=O)oc4c3)c2)cc1 | 0.8 | -3 | -10 | 3 | 0.9 | 0.1 | 3.6 | -13 | -0.2 | -6
Cc1cccc(OCCn2c(S(=O)(=O)O)nc3ccccc32)c1 | 0.9 | -6 | -9 | -8 | 0.9 | -3.7 | 3.1 | x | -0.2 | -14
CCOC(=O)Cn1c(CN2CCN(c3cccc(Cl)c3)CC2)nc2c1c(=O)[nH]c(=O)n2C | 1.1 | 3 | 2 | -4 | 1.2 | -0.4 | 0.5 | 6 | 0.0 | 4
O=C(CSc1ccc(Cl)cc1)NC(=O)NCc1ccco1 | 0.8 | -7 | -12 | 0 | 0.9 | -0.1 | -0.1 | -3 | -0.2 | 7
Cc1nn(-c2ccccc2)c2sc(C(=O)NNC(=O)COc3ccccc3)cc12 | 0.9 | -10 | -2 | 0 | 1 | 1.2 | 2.6 | x | -0.3 | -6
O=c1nc2n(c3cc(Cl)c(S(=O)(=O)N4CCOCC4)cc13)CCCCC2 | 1.1 | -7 | 6 | 1 | 1.1 | 2.1 | -0.1 | 1 | 0.0 | 4
O=C(Nc1ccc2c(c1)OCO2)C1CCCCN1S(=O)(=O)c1ccc(F)cc1 (centres undefined) | 0.8 | -2 | -6 | 0 | 0.9 | 2.5 | 2.0 | 0 | -0.2 | 1
CC1CN(C(=O)CSc2nnc3c(Cl)cc(Cl)cn23)CC(C)O1 (centres undefined) | 0.9 | -4 | -10 | 3 | 1 | 0.0 | 0.9 | x | -0.5 | 2
CCOc1cc(C2C3=C(CCCC3=O)Nc3nc(C(=O)OC)nn32)ccc1OC (centres undefined) | 0.9 | -3 | -7 | -3 | 1 | 0.9 | 0.0 | x | -0.2 | -2
COc1ccc(NC(=O)CN(c2ccc(C)cc2)S(=O)(=O)c2c(C)nn(C)c2C)cc1OC | 1.1 | 0 | -9 | -2 | 1 | 0.1 | 0.1 | -8 | -0.2 | -1
CCCCNS(=O)(=O)c1ccc(OCC(=O)OC)cc1 | 1 | -2 | -9 | 0 | 1.1 | -0.1 | -0.5 | -6 | -0.2 | 2
O=C(COc1ccccc1)NNC(=O)c1cc2ccccc2oc1=O | 1.1 | 3 | -82 | -3 | 1 | -0.1 | 1.2 | 0 | -0.2 | -3
Cc1ccc(C)c(N2CCN(S(=O)(=O)c3ccc4[nH]c(=O)c(=O)[nH]c4c3)CC2)c1 | 1 | 4 | -34 | 0 | 1 | 2.4 | 6.8 | -62 | -0.3 | -10
NC(=O)CCn1c(=O)oc2ccccc21 | 1 | -2 | -11 | 1 | 1 | 0.8 | 0.4 | 4 | -0.1 | -4
Cc1cc2sc3ccccc3c(=O)c2c(C)c1O | 1.2 | 6 | 0 | -1 | 1.4 | -0.5 | 1.2 | -4 | 0.0 | 1
Brc1cc(Br)c2nc(-c3cccs3)ccc2c1 | 1 | -6 | -10 | 2 | 1 | 0.4 | 8.3 | x | 0.4 | -4
Clc1ccccc1CNc1ncnc2nc[nH]c12 | 0.9 | 2 | -37 | -2 | 0.9 | -1.6 | 0.2 | -3 | -0.3 | -8
Cc1cc(C)c2c(N)c(C(=O)NCC3CCCCC3)sc2n1 | 1.4 | -6 | 0 | -11 | 1.2 | -0.1 | 0.5 | x | 0.2 | 77*
CCCCc1noc2c1/C(=N\O)CC(c1ccccc1)C2 (centres undefined) | 1 | 0 | 4 | 1 | 1 | 1.6 | 2.3 | 6 | -0.2 | 7
CCOC(=O)c1c(C2CC2)csc1NC(C)=O | 0.8 | 3 | -3 | -2 | 0.8 | -0.2 | -1.1 | -3 | -0.2 | -1
Cc1ccc(Cl)cc1N1CCN(S(=O)(=O)c2cnc[nH]2)CC1 | 1.1 | 4 | -1 | 1 | 1 | -1.6 | 0.1 | -11 | -0.4 | -1
CSc1ccc(Cl)c(C(=O)Nc2ccc(OCC(N)=O)cc2)c1 | 1 | -5 | -16 | -1 | 1 | -0.6 | 1.8 | x | -0.2 | -3
CCOc1ccc(Oc2c(/C=N/NC(C)=O)c(C)nn2-c2ccccc2)cc1 | 0.9 | 5 | -2 | 0 | 0.9 | 0.5 | 3.1 | -13 | -0.1 | 20
O=C(NC1CCCCC1)c1cc2nc(-c3ccco3)cc(C(F)(F)F)n2n1 | 0.9 | -2 | -7 | -2 | 0.9 | -0.3 | 2.6 | 3 | -0.2 | 1
CCOC(=O)C1CCN(CCC(=O)Nc2cccc(C)c2)CC1 | 0.8 | -7 | -6 | -6 | 0.8 | -0.6 | 0.8 | -3 | -0.1 | 93*
CC(O)CNc1nc2ccccc2n1CC(=O)NCCc1ccc(Cl)cc1 (centres undefined) | 1 | -4 | -6 | -2 | 1 | 0.2 | -0.4 | x | -0.1 | 1
Cc1ccc(-c2cc(C(=O)O)n[nH]2)o1 | 1 | -8 | 36 | 3 | 0.9 | 2.5 | 0.8 | -4 | -0.3 | 8
CCOC(=O)c1[nH]c2c(c1-c1ccccc1)C(=O)CC(c1ccc(OC)c(OC)c1)C2 (centres undefined) | 0.9 | -1 | -3 | -2 | 0.9 | 0.1 | 5.2 | 9 | 0.0 | 54*
O=C(CCS(=O)(=O)c1ccc(Br)s1)NC1CCCCCC1 | 1.1 | -2 | -10 | -2 | 1 | 0.2 | 0.2 | x | -0.5 | 0
CC(C)OCCCNC(=O)C1CCC(=O)N1C(C)C (centres undefined) | 1.1 | -1 | -12 | -1 | 1 | 2.0 | 0.2 | -38 | -0.1 | -2
CONc1nc2nonc2nc1NOC | 1.1 | -1 | -3 | -1 | 1 | -0.4 | -0.8 | -9 | -0.4 | -1
COc1cccc(CN(Cc2ccco2)C(c2ccc(F)cc2)c2nnnn2C(C)(C)C)c1 (centres undefined) | 1 | -9 | 3 | -5 | 1 | 3.1 | 14* | 64* | 0.0 | 58*
Cc1cc(C)c(NC(=S)NC(NC(=O)c2ccccc2)C(Cl)(Cl)Cl)c(C)c1 (centres undefined) | 1.1 | -10 | -34 | -1 | 0.9 | -0.3 | 2.4 | -4 | -0.3 | 7
O=C(O)c1ccccc1CSc1nc2ccccc2n1Cc1ccccc1C(=O)O | 0.9 | -2 | -1 | 11* | 1.2 | 1.2 | 6.0 | -3 | -0.1 | -8
COc1cccc(CNC(=O)c2cc(COc3c(F)cccc3F)on2)c1 | 0.9 | -4 | -7 | -3 | 0.9 | 5.9 | 4.8 | -14 | -0.1 | -5
Cc1ccnc(NS(=O)(=O)c2cnc(Cl)c(Br)c2)c1 | 1.1 | -7 | 8 | -1 | 1.1 | 0.3 | 0.0 | -2 | -0.2 | -7
Cn1/c(=N/N=C/c2ccccn2)sc2ccccc21 | 1 | 0 | -8 | -1 | 1.1 | 0.1 | 1.4 | 6 | 0.1 | -1
Cc1ccc(NS(=O)(=O)c2ccc(NC(=O)c3cccs3)cc2)cc1 | 1 | -4 | -4 | -6 | 0.9 | 1.6 | 4.0 | x | 0.3 | 0
CC(C)=CCN1CCN(Cc2cc(C(C)C)n[nH]2)CC1CCO (centres undefined) | 1 | -5 | -10 | 3 | 0.9 | 0.2 | -0.6 | -15 | -0.1 | -9
O=C(O)c1cc2c(ccc3ccccc32)o1 | 0.9 | -3 | -10 | 1 | 1 | 1.4 | -1.7 | 11 | -0.2 | -4
CCc1sc(C(=O)NCCc2ccc(S(N)(=O)=O)cc2)cc1Br | 0.9 | -3 | -7 | -5 | 1 | 0.1 | 3.4 | -11 | -0.2 | 14
COc1ccc(-c2ccnc3nc(-n4cccc4)nn23)cc1 | 1.1 | -5 | -12 | -3 | 1 | 1.7 | 0.8 | x | -0.2 | -3

Entries above shown as hits in HMGR II inh.
| compound | PMI act satM6P | TNAP inh hi DEA | TNAP inh noacc | HMGR II inh | PMI act | DTT redox prof | RAM network inh | S1P3 antag | Hsp70 activator |
| --- | --- | --- | --- | --- | --- | --- | --- | --- | --- |
| O=C(O)c1ccccc1CSc1nc2ccccc2n1Cc1ccccc1C(=O)O | 0.9 | -2 | -1 | 11* | 1.2 | 1.2 | 6.0 | -3 | -0.1 |

Rows were taken by chance. About 12% of those tested had a hit in this group.
